# 15-hLO-2 inh – inhibitors of human 15-lipoxygenase 2 (ALOX15B) | 110,000 compounds, 0.56% hits | purified 15hLO-2, xylenol orange hydroperoxide absorbance | Potency, µM (series often up to 57.1 µM), for the others: at the top dose activity change, negative = inhibition, actives largely listed as inhibitors | O15296; further: potency means the concentration at half of the fitted maximal effect; nearly all actives have a fitted effect of over 60% in size; many of its hits are not listed in these tables
# Target sequence (O15296 whole entry, looked up): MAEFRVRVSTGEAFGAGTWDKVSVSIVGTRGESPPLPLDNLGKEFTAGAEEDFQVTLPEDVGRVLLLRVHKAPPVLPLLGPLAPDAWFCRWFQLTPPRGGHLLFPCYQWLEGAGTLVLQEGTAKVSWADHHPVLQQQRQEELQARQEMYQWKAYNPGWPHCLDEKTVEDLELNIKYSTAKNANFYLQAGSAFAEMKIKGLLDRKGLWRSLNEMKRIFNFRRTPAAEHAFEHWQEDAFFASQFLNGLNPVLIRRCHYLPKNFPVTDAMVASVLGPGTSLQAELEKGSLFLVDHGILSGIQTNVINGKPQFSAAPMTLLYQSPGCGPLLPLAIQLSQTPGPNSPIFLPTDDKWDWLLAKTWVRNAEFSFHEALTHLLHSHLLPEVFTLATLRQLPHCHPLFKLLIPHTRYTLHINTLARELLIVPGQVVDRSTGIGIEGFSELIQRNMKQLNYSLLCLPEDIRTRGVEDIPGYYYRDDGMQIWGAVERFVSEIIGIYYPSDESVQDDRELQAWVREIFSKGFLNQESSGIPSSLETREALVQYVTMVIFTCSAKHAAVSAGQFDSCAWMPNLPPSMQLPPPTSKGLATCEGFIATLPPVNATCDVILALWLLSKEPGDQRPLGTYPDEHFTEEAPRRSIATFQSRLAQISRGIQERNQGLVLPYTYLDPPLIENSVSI
#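 Enzyme 50 nM, AA 45 uM, 25 mM Hepes pH 7.5 + 0.01% Triton X-100; cpd preinc 15 min RT, rxn 90 min RT; stop/detect with 200 uM XO + 300 uM Fe(II) in 50 mM H2SO4, 30 min; A573/A405.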
# IMPase cell inh – IMPase inhibition in cells; P97697; inhibition (IP1 accumulation), % at 46.1 µM; CHO-M1 cells, IP1 accumulation, HTRF TR-FRET ratio; 120,000 tested, under 10 active; AID 901; active means well fitted curve in the direction sought with a large enough effect in the signal ratio, not every such curve was filed as active; inconclusive means small, poorly fitted or top-dose-only effect, or a change in a side signal; inactive means no such curve, though single readings can be large or run the other way; the % refers to the signal ratio;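 further: cells stimulated with carbachol in lithium chloride buffer; plate controls were DMSO basal wells for no effect and reference inhibitor wells for full effect; higher means more IMPase inhibition seen as more IP1 and lower FRET ratio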
# Target sequence (P97697 whole entry, looked up): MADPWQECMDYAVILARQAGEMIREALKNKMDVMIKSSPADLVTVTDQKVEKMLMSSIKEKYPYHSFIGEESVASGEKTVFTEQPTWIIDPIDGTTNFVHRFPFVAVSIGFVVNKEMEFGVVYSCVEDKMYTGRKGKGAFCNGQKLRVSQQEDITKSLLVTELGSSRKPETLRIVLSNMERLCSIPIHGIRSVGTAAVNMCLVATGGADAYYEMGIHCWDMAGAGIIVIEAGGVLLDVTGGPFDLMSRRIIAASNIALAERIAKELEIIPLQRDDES
#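 Elevated IP1 in lysates lowers TR-FRET signal (665/620 ratio and 620 channel reported). Cells were CHO-M1, given carbachol (50 uM as added) plus 50mM LiCl, pH 7.4, 30 min, 37C; compounds titrated up to 46 uM; AC50 by Hill equation.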
# ALOX12 inhib – blocks human 12-lipoxygenase activity; P18054; purified 12-hLO, xylenol orange hydroperoxide absorbance; Potency, µM (top dose mostly 57.1 µM), inactives show at the top dose activity change, negative = inhibition, most hits filed as inhibitors; 150,000 compounds, 0.12% hits; AID 1452; further: potency means the concentration at half of the fitted maximal effect; nearly all actives have a fitted effect of over 55% in size; many of its hits are not listed in these tables
#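 Hydroperoxide formation by human 12-lipoxygenase from 40 uM arachidonic acid was followed colorimetrically via ferric-xylenol orange complex, using the 573/405 nm absorbance ratio. Enzyme concentration was 150 nM, with 30 min reaction at room temperature.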
# PNC inhibitor – inhibitors of perinucleolar compartment assembly | activity change (PNC), negative = inhibition, % at 10 µM | 140,000 compounds, 3.1% hits | PC3M PTB-GFP, PNC prevalence imaging, 16 h; hits give low values;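 active means readout at or below -70, meaning at least 70% loss of cells showing the perinucleolar compartment, a nuclear body marking cancer cells; inconclusive means readout between -30 and a set limit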;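 further: plate controls were DMSO wells for no effect and camptothecin positive control wells for full effect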
#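 Compounds are pinned in duplicate onto adhered PC3M cells stably expressing GFP-tagged PTB and incubated 16 h at 37 C. Cells are then fixed, nuclei stained with Hoechst, and PNC-positive cells counted.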
# An asterisk follows results filed as active; ? = inconclusive; . = not tested or not shown; & = joins results of further samples; [ ] = remark or other dose. Unless noted, the call rests on the fitted dose curve; in most records, active means well fitted curve in the direction sought with a large enough effect; inconclusive means small, poorly fitted or top-dose-only effect, or another doubt; inactive means no such curve, though single readings can be large; an effect the other way counts as inactive or inconclusive. Unless noted, on the % scale 0 is the no-effect control and ±100 the full control effect. Some of the compounds tested. The share of hits here may be higher or lower than overall.
# Fields: 15-hLO-2 inh, IMPase cell inh, ALOX12 inhib, PNC inhibitor
CN1CCN(Cc2nc3ccccc3c(=O)n2Cc2nc(-c3ccc([N+](=O)[O-])cc3)cs2)CC1
    ., -4, 4%, ?
Cc1ccc(S(=O)(=O)Cn2nnnc2C(CC(C)C)N2CCN(c3ccccc3)CC2)cc1 (stereo not given)
    ., 7, 2%, -8
Nc1ncnc2c1ncn2CCNCCc1ccccc1
    7%, 17, 6%, 25
CCOc1nc(C)ccc1-c1noc(-c2ccco2)n1
    8%, -5, -1%, 25
Cc1onc(-c2ccccc2Cl)c1C(=O)NC(=S)Nc1ccccc1C(N)=O
    ., ., -2%, 5
COc1ccc(N=Cc2c(O)[nH]c3ccccc23)cc1
    -23%, 8, -4%, 36
Cn1c(N)c(C(=O)COC(=O)CCCc2c[nH]c3ccccc23)c(=O)n(C)c1=O
    1%, 6, -7%, -80*
Cc1ccc(N=Nc2c(O)n(CN3CCOCC3)c3ccccc23)cc1
    -13%, 0, -10%, -16
CN1CC2(Cc3c1ccc1ccccc31)C(=O)OC(C)(C)OC2=O
    -20%, -4, -18%, 12
CC(=O)c1ccc(Oc2ccc(C(=O)c3ccc(C)c(C)c3)cc2[N+](=O)[O-])cc1
    ., ., 3%, ?
O=C(CSC1=NCCS1)N1CCCCCC1
    -6%, -6, -3%, -16
Cc1cc(NCc2ccccc2)nc(-c2ccccc2O)n1
    21%, -13, -6%, -27
COc1ccc(/C=N/Nc2nc(-c3cccc(S(=O)(=O)N4CCCC4)c3)cs2)cc1OC
    ., ., 2%, ?
CS(=O)c1ccccc1COC(=O)Nc1cccc(Cl)c1 (stereo not given)
    0%, 7, 10%, -27
CCOC(=O)CCCNC(=O)CN1C(=O)NC2(CCCCCC2)C1=O
    4%, 2, 0%, 24
O=C(NCc1ccccn1)C1CCCN(S(=O)(=O)c2ccccc2)C1 (stereo not given)
    1%, 8, -2%, -11
COC(=O)c1ccccc1C(=O)N1CCOCCOCCOCC1
    ., ., -1%, ?
COc1cc(C2C3CN(C)CC=C3C(C#N)=C(N)C2(C#N)C#N)ccc1OC(C)C (stereo not given)
    -1%, 1, -4%, ?
COc1ccc(C)cc1NC(=O)NCCC1=CCCCC1
    -5%, -1, -1%, 11
CCCCN(CCCC)CCNC(=O)CNC(=O)c1cccs1
    3%, 9, 11%, ?
CC1=C(C#N)C(c2ccc3ncccc3c2)C(C#N)=C(C)N1
    7%, -20, 0%, 41
COc1ccc(/C=C2\SC(=S)N(NC(=O)c3csc4c3CCCC4)C2=O)cc1
    ?, 3, -1%, -6
Cc1cc(C)nc(/N=C2\NC(=O)CC3C(=O)NCCN23)n1 (stereo not given)
    ., ., 6%, 12
Cc1ccc(C(=O)SC2=NCCS2)cc1
    ., 13, -1%, 75
COc1ccc(-c2cc(C(F)(F)F)nc(SCC(=O)Nc3ccc4c(c3)OCO4)n2)cc1OC
    ., ., -2%, 27
C1CCc2nnc(-c3nnc4n3CCCCC4)n2CC1
    4%, 1, 3%, -19
CCOC(=O)C1=C(N)n2c(s/c(=C\c3cccs3)c2=O)=C(C(=O)OCC)C1c1cccs1 (stereo not given)
    -19%, 3, -7%, ?
Cc1ccc(-n2c(O)c(/C=N/n3cnnc3)c3ccccc3c2=O)cc1
    -2%&-5%, -4&-4, -17%&-6%, ?
CC(C)Nc1nnc(Sc2ccc(Cl)cc2[N+](=O)[O-])s1
    ., ., -7%, -10
Cc1c(C#N)c(N)nc2c3c(sc12)NC(=O)CC3c1ccc(F)cc1 (stereo not given)
    ., -4, 2%, ?
CC(=O)c1ccc(NC(=O)Cn2nc(C)cc2C)cc1
    ?, 4, 2%, ?
CCOC(=O)Cn1c(-c2ccccc2)nc2ccccc2c1=O
    -25%, 4, -5%, 13
CCC1C(=O)N=C(SCC(=O)Nc2cccc3ccccc23)NC1=O (stereo not given)
    -7%, 4, -5%, 21
COc1ccc2c(c1)c(CC(=O)Nc1ccccc1OC)c(C)n2C(=O)c1ccc(Cl)cc1
    ., 6, -4%, ?
CCCCC(c1nnnn1CCOC)N1CCN(C)CC1 (stereo not given)
    ., 21, 4%, -24
Cc1[nH]c2ccccc2c1-c1nc2ccccc2[nH]1
    6%, 2, -13%, -15
O=C1CC(SCCc2nc3ccccc3[nH]2)C(=O)N1c1ccc(F)cc1 (stereo not given)
    -8%, 1, -5%, 39
O=C(O)C(=Cc1ccnc2ccccc12)C(=O)O
    -2%[11.4 µM], ., 1%[11.4 µM], .
CCCn1c(-c2ccc(F)cc2)nc2c(NCCCCN(CC)CC)nc(C)nc21
    3%, ., 3%, .
NS(=O)(=O)c1ccc(NC(=S)NCc2ccc(Cl)cc2)cc1
    -1%, 7, -7%, 54
CSC(=Nc1ccc(Cl)cc1)N[n+]1ccccc1
    ., ., 1%, ?
CCOCC(=O)Nc1nnc(C)s1
    -6%, 4, -1%, 4
COc1cc(C2C(C#N)=C(N)Oc3cc(O)ccc32)cc2c1OCO2 (stereo not given)
    -16%, 0, -21%, 6
CCCS(=O)(=O)N1CCCC(C(=O)NCc2cccnc2)C1 (stereo not given)
    7%, 0, -5%, 19
O=C(NC1CCCC1)c1ccc(CSCc2ccccc2F)o1
    -1%, 7, -5%, ?
CCOc1ccc(C2/C(=C(\O)c3ccc(OC)c(OC)c3)C(=O)C(=O)N2c2cc(C)on2)cc1OC (stereo not given)
    -7%, -10, 10%, 9
CCOCCN1CCN(C(=O)CN2CCCC2=O)CC1
    ., ., -3%, -27
CC1=Nc2cc(C(=O)O)ccc2Sc2ccc(Br)cc21
    ., ., 1%, 14
CC(C)c1cc(C(N)=O)c(NC(=O)C2CCC2)s1
    7%, -5, -7%, 8
CCCn1cc(S(=O)(=O)CC(=O)Nc2ccc(OC)cc2OC)c2ccccc21
    ., -9, -1%, -17
Cn1cc(CC(=O)NCCCN2CCCC2=O)c2ccccc21
    4%, -1, 7%, 60
CCC(C)(C)NC(=O)C(c1ccccc1)N(Cc1cccnc1)C(=O)c1csnn1 (stereo not given)
    ., 7, 11%, -21
O=C(Nc1cccc(F)c1)N1CCCC2(CCN(C(=O)c3cnccn3)CC2)C1
    1%, ., 2%, .
COCCNC(=O)c1ccc2c(c1)nc(C)n2-c1cccc(F)c1
    6%, -1, -1%, ?
CN1CCN(CCC(=O)N/N=C/c2cc([N+](=O)[O-])ccc2O)CC1
    ., ., -6%, 13
O=C(c1ccco1)N1CCN(c2ncccn2)CC1
    3%, 6, 7%, -21
COc1cc(CCN2C(=O)c3cccc4cccc(c34)C2=O)c(S(=O)(=O)NCCO)cc1OC
    ., -10, -2%, -4
COc1ccc(OC)c(-c2cc(C(=O)Nc3c(C)nn(Cc4ccccc4Cl)c3C)no2)c1
    4%, 2, -7%, -10
Cc1ccc(CC(=O)N2CCC(c3nc4c(nnn4Cc4ccccc4)c(=O)[nH]3)CC2)cc1
    ., -7, -8%, 15
CCN1C(=O)/C(=C/c2cccs2)S/C1=N\S(=O)(=O)c1ccc(C)cc1
    ., -7, -2%, 40

# The list continues:
# Fields: 15-hLO-2 inh, IMPase cell inh, ALOX12 inhib, PNC inhibitor
Cn1c(=O)c2c(SC3CCCC3)nc(C3CC3)nc2n(C)c1=O
    8%, -7, 0%, 18
NC(N)=NC(N)=Nc1ccccc1
    1%&24%, -4, -5%&5%, .
COc1cc(OC)cc(C(=O)N[C@H](C(=O)OCC(=O)Nc2ccc(C(N)=O)cc2)C(C)C)c1
    ., ., 5%, -27
CN(Cc1ccccc1)C(=O)COc1ccccc1
    ., 0, 1%, 8
CCC1CCc2c(sc(NC(=O)C3c4ccccc4Oc4ccccc43)c2C(N)=O)C1 (stereo not given)
    ., -5, -4%, -95*
COc1ccc(NC(=O)Nc2ccc(C)cc2OC(F)F)cc1OC
    11%[11.4 µM], -10[1.84 µM], 1%, ?
COc1cccc(N2CCN(Cc3ccsc3)CC2)c1
    2%, 6, 1%, 1
CCOC(=O)c1c(C)oc2ccc(OCC(=O)C(C)(C)C)cc12
    -1%, 31[activator], -7%, ?
CCOC(=O)CC1=C(C(=O)OCC)C(c2ccc(OC)c(OC)c2)C(C#N)=C(N)O1 (stereo not given)
    1%, 14, -6%, ?
CCC(C(=O)OCC(=O)Nc1ccc(SC(F)F)cc1)c1ccccc1 (stereo not given)
    ., 11, -8%, ?
CCOc1ccc(CNC(=S)N/N=C/c2ccncc2)cc1
    ., 9, -8%, 32
CC(CCc1ccccc1)NC(=O)Cc1ccccc1 (stereo not given)
    ., ., 3%, -22
Nc1cc(C(=O)c2cccs2)ccc1Cl
    -11%, 6, 3%, 0
COc1ccc(-c2cc(CNC(=O)CN(C)Cc3ccccc3)on2)cc1
    15%, 3, 6%, 65
COC(=O)CN(C#N)c1nc(NC(C)C)nc(OC)n1
    ., -5, -2%, 31
N#Cc1nc(-c2cccs2)oc1NCCN1CCOCC1
    0%, -13, 0%, 30
CCCOC(=O)Nc1nc2ccccc2o1
    -4%, -6, -4%, ?
CC(C)C1Oc2ccccc2N(CC(=O)N(Cc2ccncc2)Cc2ccco2)C1=O (stereo not given)
    ., ?, 2%, ?
CCOc1ccc(CCNC(=O)CN2CCN(Cc3ccc(F)cc3)C2=O)cc1OCC
    -9%, 2, -3%, 31
CC1CCCC(NC(=O)COC(=O)c2c[nH]c(=O)[nH]c2=O)C1C (stereo not given)
    2%, -5, 2%, 6
CCOC(=O)c1c(NC(=O)c2ccc(S(=O)(=O)N3CCOCC3)cc2)sc2c1CCN(C)C2
    58%[activator], 7, 10%, ?
O=C1c2cccc3cccc(c23)C(=O)N1/N=C/c1ccc(O)cc1O
    ., ., -2%, ?
COc1ccccc1NC(=O)Cn1cnc2sc(C)c(S(=O)(=O)N3CCCCC3)c2c1=O
    ., ., -1%, -113*
C=CCNC(=O)c1cc(-c2ccc(Br)cc2)on1
    16%, -1, -3%, ?
N#Cc1ccc(COC(=O)CSc2nnc(N)s2)cc1
    ., -4, 1%, ?
CCc1c(C#N)c(SCc2c(C)noc2C)nc2c1C(=O)CC(C)(C)C2
    ., ., -2%, 23
Cc1ccc(S(=O)(=O)NC2=NCCC2)cc1
    0%, -5, -3%, 9
Fc1ccccc1/C=N/NC(=S)Nc1ccc(Cl)cc1Cl
    ., ., 1%, ?
COC(=O)N1CCC2(CC1)CCN(c1ncccn1)CC2
    6%, ., 11%, .
O=C(O)C1CC(O)CN1S(=O)(=O)c1cccs1 (stereo not given)
    4%, 2, -4%, -14
CC1(C)Cc2nc3sc4c(=O)n(CC(=O)NCc5ccco5)cnc4c3cc2CO1
    0%, 3, -3%, 1
COc1ccccc1NC(=O)CN1CCN(CC(=O)Nc2ccc3c(c2)OCCO3)CC1
    -6%, 8, -3%, 9
CCN(c1cccc(C)c1)S(=O)(=O)c1ccc2[nH]c(=O)c(=O)[nH]c2c1
    -2%, -2, 1%, -103*
CC(C)/C(O)=C1/C(=O)OC(c2ccoc2)[C@@]2(C)C(O)C(O)[C@@]34OC5(C)OC67CC(C)(C(O)[C@@]6(O)C(O)[C@@]3(O5)C12)C(CC(=O)O)[C@@]74C (stereo not given in full)
    1%, ., -5%, .
COc1ccc(/C=C(/NC(=O)/C=C/c2ccccc2)C(=O)N2CCOCC2)cc1
    ., ., -1%, ?
CN1CCn2c1nc(N1CCOCC1)nc2=O
    1%, -9, 1%, -15
Cc1ccc(-n2c(C)cc(/C=N/Nc3ccc([N+](=O)[O-])cn3)c2C)c(C)c1
    -1%, 2, -18%, -4

# A second format for 2 compounds above.
SMILES	15-hLO-2 inh	IMPase cell inh	ALOX12 inhib	PNC inhibitor
CN1CCN(CCC(=O)N/N=C/c2cc([N+](=O)[O-])ccc2O)CC1	.	.	-6%	13
O=C(c1ccco1)N1CCN(c2ncccn2)CC1	3%	6	7%	-21

# Screening results as filed in PubChem BioAssay.
